Wee1 degr inh: Wee1 degradation inhibitors, primary screen, cell-based, HeLa, Wee1K328M-luciferase, luminescence; HeLa Luc-Wee1K328M stability; 100% = proteasome inhibitor MG132 effect; reporter increase, % at 5 µM; 1.2% of 220,000 active; AID 1321, 2008;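 active = activation above the mean of all tested compounds plus 3 SD, set per screening run, cut at about 8.8% in these data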;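 note: cells exposed to compound for 20 h before luminescence read; 0% = DMSO alone and 100% = MG132 at 30 µM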
FXIIa inh 1536: human FXIIa protease inhibitors, primary screen, biochemical, 1536-well. 0.3% of 220,000 active. inhibition, % at 5 µM. purified FXIIa, Boc-QGR-AMC fluorogenic substrate, 2 h. Coagulation factor XII (Homo sapiens), P00748; in the data active = inhibition above about 40%;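 note: 0% = enzyme with no compound and 100% = blank without enzyme; many of its hits are not listed in these tables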
14-3-3 Bad inh: inhibitors of 14-3-3 zeta/Bad binding, primary screen, biochemical, TR-FRET, bovine 14-3-3 zeta | TR-FRET 14-3-3zeta/Dy647-pBad peptide displacement, 1 h | AID 781, 2007 | 14-3-3 protein zeta/delta (Bos taurus), P63103 | inhibition, % at 21.7 µM | 0.71% of 220,000 active;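 active = inhibition above about 70%, limit read from the data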;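 note: 0% = full 14-3-3 plus peptide FRET controls and 100% = background without 14-3-3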
Target sequence (P63103 whole entry, looked up): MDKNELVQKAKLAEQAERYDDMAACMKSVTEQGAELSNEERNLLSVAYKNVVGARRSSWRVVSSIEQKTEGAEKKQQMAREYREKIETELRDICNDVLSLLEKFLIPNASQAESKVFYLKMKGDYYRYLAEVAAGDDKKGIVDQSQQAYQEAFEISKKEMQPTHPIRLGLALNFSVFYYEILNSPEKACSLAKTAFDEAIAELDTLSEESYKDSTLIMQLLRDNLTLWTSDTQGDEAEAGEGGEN
p97 ATPase inh: inhibitors of human p97 ATPase, primary screen, biochemical. Transitional endoplasmic reticulum ATPase (Homo sapiens), P55072. recombinant p97 ATPase, Kinase-Glo ATP luminescence, 3 h. inhibition, % at 8 µM. 0.42% of 220,000 active; in the data active = inhibition above about 15%;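 note: 0% = DMSO vehicle and 100% = wells lacking enzyme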
Rad51 HR inh: human RAD51 strand exchange inhibitors, primary screen, biochemical, fluorescence | inhibition, % at 10 µM | AID 1385, 2008 | hRad51 DNA strand exchange, fluorescence dequenching | 0.085% of 200,000 active;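 active = inhibition above 40% at the single screening dose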;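 note: 0% = DMSO control wells and 100% = blanks with heterologous ssDNA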
Target sequence (Q06609 whole entry, looked up): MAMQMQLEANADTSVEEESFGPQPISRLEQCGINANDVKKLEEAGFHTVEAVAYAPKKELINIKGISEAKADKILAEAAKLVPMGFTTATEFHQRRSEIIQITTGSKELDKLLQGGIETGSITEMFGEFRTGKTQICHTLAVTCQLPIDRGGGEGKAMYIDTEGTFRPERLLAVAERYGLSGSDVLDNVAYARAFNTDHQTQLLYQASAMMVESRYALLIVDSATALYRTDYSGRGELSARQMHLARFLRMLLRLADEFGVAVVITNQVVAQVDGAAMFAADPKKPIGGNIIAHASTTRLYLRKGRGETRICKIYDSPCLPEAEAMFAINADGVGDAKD
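material = hRad51 filaments on single-stranded DNA | reagent = Donor/quencher-labelled 47-bp dsDNA substrate | compound = 10 µM final, single point | schedule = strand-exchange reaction 15 min at room temperature | measured by = fluorescein emission 520 nm, excitation 485 nm | read-out basis = % inhibition versus plate control and blank means | benchmarks = plate controls and plate blanks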
MDM2 E3 inh: MDM2-luciferase reporter signal enhancers, primary screen, MDM2 E3 ligase inhibitor project, cell-based, luminescence, 1536-well. E3 ubiquitin-protein ligase Mdm2 (Homo sapiens), Q00987. cell-based MDM2 ubiquitination luciferase reporter, 2 h; 0 = plate control, 100 = twice control, blank-subtracted. signal enhancement, % at 5 µM. 0.11% of 210,000 active. AID 1230, 2008;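 active = signal enhancement of 30% or more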;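 note: luminescence tracks abundance of the self-degrading MDM2-luciferase fusion protein; higher signal means inhibition of MDM2 E3 ligase activity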
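Assay system: stable mammalian line carrying autodegrading MDM2–luciferase fusion reporter; Input: 2000 cells in each well; Compound dosing: single-point 5 µM; Schedule: 2 h compound exposure at 37 °C; Signal: SteadyLite luciferase luminescence after 15 min room-temperature reagent incubation; Evaluation: % luminescence enhancement versus blank-corrected plate control mean; Benchmarks: plate controls and plate blanks.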
KLK5 inh: human KLK5 protease inhibitors, primary screen, biochemical, 1536-well. 0.59% of 210,000 active. Kallikrein-5 (Homo sapiens), Q9Y337. AID 873, 2007. recombinant hK5, fluorogenic AMC substrate cleavage. inhibition, % at 5 µM;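 active = inhibition of 40% or more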;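 note: 0% = enzyme controls without compound and 100% = no-enzyme blanks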
Target sequence (Q9Y337 67-293 limits assumed): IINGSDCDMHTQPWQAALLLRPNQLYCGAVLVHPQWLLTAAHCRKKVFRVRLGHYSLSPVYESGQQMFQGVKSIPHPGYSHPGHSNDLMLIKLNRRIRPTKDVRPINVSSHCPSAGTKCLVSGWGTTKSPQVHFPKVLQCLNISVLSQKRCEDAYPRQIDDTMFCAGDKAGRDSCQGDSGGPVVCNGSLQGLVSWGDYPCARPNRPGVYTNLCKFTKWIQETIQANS
FXIa inh 1536: human FXIa protease inhibitors, primary screen, biochemical, 1536-well; purified FXIa, Boc-Glu-Ala-Arg-AMC fluorogenic substrate; inhibition, % at 5 µM; 0.14% of 220,000 active;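 active = inhibition of at least 40%; inactive = inhibition below 40%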;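 note: fluorescence of freed AMC excited at 355 nm; 0% = enzyme without compound and 100% = no enzyme blank; many of its hits are not listed in these tables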
eIF4E-4G inh: eIF4E–eIF4G protein interaction inhibitors, primary screen, biochemical, uHTS, TR-FRET, eIF4GI fragment; Eukaryotic translation initiation factor 4E (Mus musculus) + Eukaryotic translation …; TR-FRET eIF4E-eIF4GI(517-606) binding, 2 h; inhibition, % at 21.7 µM; 0.37% of 220,000 active; AID 782, 2007;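 active = inhibition above about 30%, limit read from the data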;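 note: 0% = full FRET control wells and 100% = background wells lacking eIF4GI fragment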
* marks the source's active call; other numbers are inactive results; · = not tested or not shown; [ ] = dose if it differs, or a comment. Rows were taken by chance; 3.5% or so of the library scored in one or more.

SMILES	Wee1 degr inh	FXIIa inh 1536	14-3-3 Bad inh	p97 ATPase inh	Rad51 HR inh	MDM2 E3 inh	KLK5 inh	FXIa inh 1536	eIF4E-4G inh
Cc1ccccc1-n1nc(C(=O)O)c(C)c(C#N)c1=O	3	13	49	1	2	3	-13	-5	15
CCOc1cc(N2CCOCC2)c(OCC)cc1NC(=O)C(NC(=O)c1ccco1)C(C)C (configuration not stated)	5	15	0	5	3	-16	-3	1	1
CN(c1ccccc1)S(=O)(=O)c1ccc(C(=O)OCC(=O)NCc2ccco2)cc1	1	4	-11	-3	-8	-5	-29	7	-13
Cc1ccc2nc(C3CCN(CC(=O)N4CCCCCC4)CC3)[nH]c2c1	1	16	-5	4	1	-17	27	0	7
Cc1ccc2c(Cl)c(C)c(N3CCCC3)nc2n1	0	9	-3	2	-11	-14	2	-1	4
Cc1cccc(C(=O)Nc2nccs2)c1[N+](=O)[O-]	-2	15	-10	2	9	1	-17	10	8
CCCn1nc(C(=O)OCC(=O)c2ccc3c(c2)NC(=O)CO3)c2ccccc2c1=O	0	16	47[fluorescence artefact?]	0	-2	-8	6	6	2
OC1(c2ccccc2F)CCN(Cc2nnc(-c3ccccc3)o2)CC1	-4	-4	2	3	1	-12	-30	-11	4[fluorescence artefact?]
NC1=NC(=O)C2(COC(c3ccncc3)OC2)S1 (configuration not stated)	-2	-1	-4	13	0	8	-4	1	-8
N#CCC(=O)Nn1c(=S)[nH]c2ccccc2c1=O	-3	10	-8	3	12	-12	8	2	0
COc1cc2c(C)nc(C)c(C#N)c2cc1OC	2	6	78*	1	3	-17	-6	-1	15
Cc1nc(-c2cccc(C(F)(F)F)c2)sc1C(=O)O	-2	6	-5	5	15	-17	-6	-3	1
Cn1c(N)c(C(=O)CSc2nc3ccccc3c(=O)n2CCCN2CCOCC2)c(=O)n(C)c1=O	-1	4	7	-5	-6	-8	-4	-11	-1
COc1ccc(C(=O)OCC(=O)Nc2cc(S(=O)(=O)N3CCOCC3)ccc2N2CCCC2)cc1	3	8	-3	3	-1	2	2	0	-2
CCOC(=O)/C(C#N)=C/c1c(N2CCN(Cc3ccc4c(c3)OCO4)CC2)nc2c(C)cccn2c1=O	4	11	-15	6	12	-13	4	6	0
Cc1nn(-c2ccccn2)c(N)c1N=O	-2	11	1	3	25	-11	3	3	0
COc1ccccc1C(=O)NC(=S)/C=C1/N(C)c2ccccc2C1(C)C	2	1	-21[fluorescence artefact?]	3	2	-2	-19	-1	-6
CC(=O)Nc1ccc(S(=O)(=O)Nc2ccc(N3CCOCC3)cc2)cc1	0	8	-4	3	3	-16	-1	-4	0
COc1ccc(N(C(=O)c2ccc(Br)o2)C2C=CS(=O)(=O)C2)cc1 (configuration not stated)	-3	17	-5	3	5	-4	4	-30	1
COc1ccc(CCNC(=O)c2cc(S(=O)(=O)N(C)c3ccccc3)ccc2Cl)cc1	1	1	4[fluorescence artefact?]	-6	-3	-6	2	4	-3
O=C1SC(SCc2ccccc2)=N/C1=C\c1ccco1	-3	7	17	4	11	-22	-14	-4	1
Cc1ccc(NCc2ccccc2O)c(C)c1	0	-6	-10	2	0	-3	-8	-4	0
CCN(CC)c1ccc(NC(=O)CSc2nc3ccccc3c(=O)[nH]2)cc1	0	5	-12	-3	0	-2	-8	-3	2
N#CC1=C(SCC(=O)Nc2nccs2)NC(=O)CC1c1ccccc1 (configuration not stated)	0	11	-4	-3	1	-9	-31	-11	10[fluorescence artefact?]
OCCC1CN(Cc2ccccc2-c2ccco2)CCN1Cc1ccccc1 (configuration not stated)	0	3	-3	0	·	-9	·	-2	-2
CC(C)C(=O)Nc1cccc(S(=O)(=O)c2cccc(NC(=O)C(C)C)c2)c1	0	8	2	-6	1	-5	-3	-3	0[fluorescence artefact?]
O=C1C(Cl)=C(Nc2ccccc2)C(=O)c2ccccc21	1	9	-11[fluorescence artefact?]	-3	6	-64	-15	-4	6
Cc1cccc(OCC(=O)Nc2ccccc2N2CCCCC2)c1	-1	19	2	3	4	-22	4	20	1
COc1ccccc1NS(=O)(=O)c1cccc(C(=O)N/N=C/c2ccccc2OCC(=O)O)c1	4	13	-24	4	5	-5	5	4	0
Cc1cccc(NC(=S)N(CCc2nc3cc(C)c(C)cc3[nH]2)Cc2cccnc2)c1	1	8	6[fluorescence artefact?]	1	-7	0	2	-6	4[fluorescence artefact?]

Whole records as entered above:
OCCC1CN(Cc2ccccc2-c2ccco2)CCN1Cc1ccccc1 (configuration not stated) reads Wee1 degr inh = 0; FXIIa inh 1536 = 3; 14-3-3 Bad inh = -3; p97 ATPase inh = 0; Rad51 HR inh = ·; MDM2 E3 inh = -9; KLK5 inh = ·; FXIa inh 1536 = -2; eIF4E-4G inh = -2
O=C1C(Cl)=C(Nc2ccccc2)C(=O)c2ccccc21 reads Wee1 degr inh = 1; FXIIa inh 1536 = 9; 14-3-3 Bad inh = -11[fluorescence artefact?]; p97 ATPase inh = -3; Rad51 HR inh = 6; MDM2 E3 inh = -64; KLK5 inh = -15; FXIa inh 1536 = -4; eIF4E-4G inh = 6

Entries above shown as hits in 14-3-3 Bad inh:
SMILES	Wee1 degr inh	FXIIa inh 1536	14-3-3 Bad inh	p97 ATPase inh	Rad51 HR inh	MDM2 E3 inh	KLK5 inh	FXIa inh 1536	eIF4E-4G inh
COc1cc2c(C)nc(C)c(C#N)c2cc1OC	2	6	78*	1	3	-17	-6	-1	15

The list continues:
SMILES	Wee1 degr inh	FXIIa inh 1536	14-3-3 Bad inh	p97 ATPase inh	Rad51 HR inh	MDM2 E3 inh	KLK5 inh	FXIa inh 1536	eIF4E-4G inh
COC(=O)CSc1nc(N2CCCCC2)c2c(c1C#N)CCCC2	-1	5	14	-6	-2	-8	-2	-4	-6
COc1cccc(NC2=NC3(CCCCC3)N=C(N)N2)c1	0	17	29	-3	3	3	-6	8	-5
Cn1c(OCc2ccc3c(c2)OCO3)nc2c1c(=O)n(Cc1ccc(Cl)c(Cl)c1)c(=O)n2C	-1	19	-2	-5	·	-10	-4	11	-2
CC1=NOC(=O)/C1=C\c1ccc(-c2ccccc2Br)o1	-1	15	-14	8	17	-23	-4	0	3
Cc1nn(C)c(C)c1C1C(C#N)=C(N)OC2=C1C(=O)CCC2 (configuration not stated)	0	-3	14	-4	12	7	-13	-8	6
COc1ccc(CCNC(=O)c2cc(=O)[nH]c3ccc(Br)cc23)cc1OC	5	12	4	3	2	1	-5	6	0
COc1ccc(NC(=O)Nc2ccon2)c(OC)c1	2	8	-4	3	·	-13	·	1	-1
O=C(c1ccc(C(=O)N2CCN(c3ccccc3F)CC2)nc1)N1CCN(c2ccccc2F)CC1	5	7	8	2	-3	-5	0	0	0
COc1ccccc1N1CCN(C(=O)CCn2c(=O)[nH]c3ccccc3c2=O)CC1	0	1	-7[fluorescence artefact?]	1	-2	-14	-21	3	-4
CCOC(=O)C1=C(C)Nc2ncnn2C1c1cc(Br)ccc1F (configuration not stated)	1	19	4	4	-8	-5	3	13	4
O=C(NCCCN1CCCC1=O)c1ccc2c(c1)NC(=O)C(N1CCOCC1)S2 (configuration not stated)	0	15	10[fluorescence artefact?]	5	0	2	10	-15	3[fluorescence artefact?]
Cc1cccc(C(=O)NC(=S)NNC(=O)COc2ccc(Cl)cc2)c1	-1	-4	-11	-1	16	-9	-39	-5	0
Cc1ccc(C2(C)NC(=O)N(CC(=O)Nc3ccc4[nH]c(=O)[nH]c4c3)C2=O)cc1 (configuration not stated)	-1	0	14	8	-4	·	-1	-3	-8
CCOc1ccc(CN2CCN(Cc3nc4c(s3)CCCC4)CC2CCO)cc1 (configuration not stated)	2	5	-15	-3	4	-2	2	-3	2
CCOc1cc2[nH]c(=O)n(CCc3ccc(OC)c(OC)c3)c(=O)c2cc1OCC	-1	-2	7[fluorescence artefact?]	9	-4	-20	-8	-8	5[fluorescence artefact?]
CCOP(=O)(OCC)C(NC(=O)Nc1ccc(Cl)cc1)C(N)=O (configuration not stated)	1	6	-1[fluorescence artefact?]	2	3	11	-18	6	2
COc1ccccc1/C=N/NC(=O)Cn1cnc([N+](=O)[O-])n1	3	2	-12	-1	27	-11	2	8	0
CN(C)CCCN(C(=O)CCOc1ccccc1)c1nc2c(F)cccc2s1	3	·	-5	2	-5	-14	1	0	-1
Cc1cccc(N2C(=O)CN(Cc3cccs3)C2=S)c1	0	7	9	-3	-2	-7	5	3	-3
CC(O)Cn1nc([N+](=O)[O-])nc1N (configuration not stated)	-1	7	-6	8	-5	-20	-5	5	-2
CC(OC(=O)CCc1nc2ccccc2c(=O)[nH]1)C(=O)c1ccc(Br)cc1 (configuration not stated)	1	15	-2	2	·	5	-9	8	-3
c1ccc(Nc2cc(-c3ccccc3)nc3ncnn23)cc1	1	-1	3	-2	7	-8	-1	-3	0
COc1ccc(NC(=O)c2ccc3c(SCC(=O)O)c4c(nc3c2)CCCC4)cc1Cl	5	8	3	-1	9	-8	3	4	4
Brc1cc2c(cc1Br)OCCOCCOCCOCCO2	19*	7	-1	3	4	-10	-1	-7	-3
O=C(CNC(=O)c1ccccc1)N/N=C/c1ccc([N+](=O)[O-])o1	-1	11	-8[fluorescence artefact?]	3	·	2	-3	5	-3
CCOC(=O)c1cc2c(ccn2C)n1Cc1ccccc1C	-2	5	-9	3	-3	-6	-9	-6	2
O=C(Nc1cnccn1)c1cccc(C(F)(F)F)c1	-1	1	-11[fluorescence artefact?]	5	-2	-14	-25	-1	0[fluorescence artefact?]
O=C(Cn1cc(F)c(=O)[nH]c1=O)NCCO	0	7	-7	1	20	-5	8	-2	-4
O=C(NCC1CCCN(C(=O)c2cccnc2)C1)c1ccc(-c2ccccc2)cc1 (configuration not stated)	-1	7	-5	7	3	0	3	-1	0
COCCNC(=O)/C(C#N)=C/c1ccc(SC)cc1	2	12	-2	7	5	-1	1	-5	-3
COC(=O)CSc1nc2sc(C)c(C)c2c(=O)n1C	2	17	-3	-2	-5	-3	1	4	8
CCOC(=O)c1cc(NC(=O)COc2ccc([N+](=O)[O-])cc2)cc(C(=O)OCC)c1	1	5	6[fluorescence artefact?]	0	9	7	-11	6	13
COc1ccc(CNc2ncnc3cc(Cl)ccc23)cc1	5	6	-4	2	-4	1	·	-8	-2
Cc1ccc(Cl)cc1Nc1nc(-c2sc(NC(=O)c3ccccc3)nc2C)cs1	4	15	83*[fluorescence artefact?]	-5	-13	-10	-16	4	15
C=CCO/N=C(/C)c1c(O)c(CC)c(-c2ccccc2)n(-c2ccccc2)c1=O	0	14	-3[fluorescence artefact?]	0	-6	·	-8	8	2
CC1(c2ccccc2)NC(=S)N2C1NC(=S)N2c1ccccc1 (configuration not stated)	-1	12	23[fluorescence artefact?]	7	·	-8	-3	2	-2[fluorescence artefact?]

From PubChem BioAssay
